Compound activity as filed in PubChem.
iPSC survival up: hiPSC single-cell survival enhancement; ATPlite luminescence; 100% = ROCK inhibitor wells, 0% = DMSO; survival enhancement, % at 20 µM; 0.044% of 360,000 active; AID 602274; in the data active means survival enhancement above about 18%;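 further: cells exposed to compounds for 16 hours before the ATP read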
Granule exo inh: blocks lytic granule exocytosis. TALL-104 LAMP-1 surface exposure, flow cytometry; cells stimulated with thapsigargin and PMA. inhibition, % at 10 µM. 0.66% of 360,000 active. AID 651702;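 active means inhibition above about 55%, limit read from the data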
Vif imaging: HIV Vif inhibition | inhibition, % at 7.49 µM | AID 602346 | HEK293T cells, Vif self-association by quenched fluorescence, imaging, 24 h | 0.35% of 340,000 active; in the data active means inhibition above about 50%, passing the limit was not always enough; further: some results filed as inactive read as strong as hits
PDI inh: inhibitors of human protein disulfide isomerase. P07237. PDI insulin aggregation turbidity, A650, 90 min. inhibition, % at 10 µM. 0.052% of 350,000 active. AID 588391;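 active means mean inhibition across replicates of 30% or more, whatever share of single replicates reach that level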;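 further: absorbance from insulin aggregation driven by PDI reduction with DTT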
H9c2 protect: protects H9c2 cardiomyocytes from peroxide injury | protection from H2O2 cell death, % at 20 µM | 0.63% of 360,000 active | AID 588492 | H2O2 injury protection, ATPLite, 2 h;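 active means compounds giving at least 50% protection of heart cells from peroxide-induced death in the single-dose screen, raw or plate-pattern-corrected value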;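 further: 0% = DMSO wells with peroxide and 100% = DMSO wells without peroxide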
aDG glyco up: increases alpha dystroglycan glycosylation; Pro5-aDG cells, alpha-DG glycosylation AlphaScreen (IIH6); 0% Pro5, 100% B10-LARGE cell signal; activation, % at 10 µM; 0.22% of 360,000 active;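 active means activation of at least 8% versus controls, or a plate z-score of at least 8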;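 further: Pro5 are CHO cells carrying HIG-tagged alpha-DG that lacks glycosylation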
CaV13 FRET inh: Disruptors of the CACNA1D IQ motif to Ca2+-dependent inactivation inhibitor domain association, primary screening, Förster resonance energy transfer in intact living … | HEK cells, CFP/YFP FRET ICDI-IQ, plate reader, 10 min; percent FRET-ratio fall versus neutral wells | inhibition, % at 12.3 µM | 0.098% of 340,000 active | AID 743397;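 active means mean replicate inhibition of at least 30% and at least 1% of replicates passing that level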;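 further: 0% = median of the neutral control wells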
m5-HT2A agonist: agonists of mouse serotonin 5-HT2A receptor (HTR2A); P35363; CHO-K1 mHTR2A beta-arrestin complementation, luminescence; percent of 30 µM serotonin response; activation, % at 7.6 µM; 0.66% of 360,000 active; AID 624169;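 active means activation above a run cutoff, the mean activation of all tested compounds plus 3 SD, cut at about 14% in these data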;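 further: 0% = plate median of compound wells and 100% = 30 µM serotonin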
ABCB6 inh 2: blocks the human ABCB6 transporter. Q9NP58. K562-ABCB6 porphyrin accumulation, flow cytometry, 1 h; stronger effect = lower value. fluorescence ratio to DMSO, % at 10 µM. 0.19% of 360,000 active. AID 602162;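 active means fluorescence ratio to DMSO below 75%, the collection mean minus 3 SD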;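 further: signal is porphyrin accumulated inside mitochondria; 100% equals median channel fluorescence of DMSO control wells; lower ratio means ABCB6 inhibition with less porphyrin fluorescence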
Target sequence (Q9NP58 whole entry, looked up): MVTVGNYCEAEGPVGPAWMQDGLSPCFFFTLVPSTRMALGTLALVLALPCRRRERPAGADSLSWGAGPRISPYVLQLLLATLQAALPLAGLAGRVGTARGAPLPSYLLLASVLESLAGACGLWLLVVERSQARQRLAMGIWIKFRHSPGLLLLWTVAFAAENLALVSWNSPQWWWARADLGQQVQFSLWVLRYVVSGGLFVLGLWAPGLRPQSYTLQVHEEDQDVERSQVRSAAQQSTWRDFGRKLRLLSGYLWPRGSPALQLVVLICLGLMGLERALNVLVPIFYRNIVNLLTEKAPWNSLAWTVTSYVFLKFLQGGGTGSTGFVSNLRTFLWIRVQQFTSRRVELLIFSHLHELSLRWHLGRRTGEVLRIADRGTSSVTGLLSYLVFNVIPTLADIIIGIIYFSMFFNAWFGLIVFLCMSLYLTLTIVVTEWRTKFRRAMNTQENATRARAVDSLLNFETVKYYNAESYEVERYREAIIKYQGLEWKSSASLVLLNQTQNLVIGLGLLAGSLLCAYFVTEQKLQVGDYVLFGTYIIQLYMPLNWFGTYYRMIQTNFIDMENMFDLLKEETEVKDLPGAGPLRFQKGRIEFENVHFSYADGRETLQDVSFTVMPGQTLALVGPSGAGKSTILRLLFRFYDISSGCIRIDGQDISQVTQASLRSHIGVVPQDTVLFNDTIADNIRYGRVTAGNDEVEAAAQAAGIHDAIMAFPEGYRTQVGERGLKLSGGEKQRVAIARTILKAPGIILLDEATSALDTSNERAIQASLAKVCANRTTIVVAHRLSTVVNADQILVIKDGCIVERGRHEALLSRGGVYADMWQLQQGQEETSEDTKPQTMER
N-glyco inh: N-linked glycosylation inhibition | AID 588692 | 0.23% of 360,000 active | reporter increase, % at 12.5 µM | D54 ERlucT glycosylation luciferase reporter, 24 h; percent of 100 nM tunicamycin response;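 active means mean luciferase reporter signal, scaled so untreated is 0 and the glycosylation-blocking control 100, at or above a set limit in every replicate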;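 further: luciferase carries N-glycosylation sites so blocking glycosylation raises the light; 0% = median of neutral control wells and 100% = median of 100 nM tunicamycin wells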
Numbers without * were called inactive.

Screening CC(=O)c1ccc(OCc2cc(C(=O)NCC3CCCCO3)no2)cc1 (centres undefined) returned iPSC survival up -0.1, Granule exo inh -2, Vif imaging -10, PDI inh 9, H9c2 protect -1, aDG glyco up 0.6, CaV13 FRET inh -5, m5-HT2A agonist -4, ABCB6 inh 2 98 and N-glyco inh -1.
Screening COc1ccc(S(=O)(=O)CCc2nnc(NC(=O)c3ccc(F)cc3)s2)cc1 returned iPSC survival up -0.4, Granule exo inh -7, Vif imaging 3, PDI inh -2, H9c2 protect 4, aDG glyco up -0.1, CaV13 FRET inh -3, m5-HT2A agonist 0, ABCB6 inh 2 92 and N-glyco inh 2.
CC(C(=O)O)n1cnc2sc3c(c2c1=O)CCCC3 (centres undefined) was read as iPSC survival up 6.8, Granule exo inh -2, Vif imaging 12, PDI inh -1, H9c2 protect 0, aDG glyco up -0.1, CaV13 FRET inh -2, m5-HT2A agonist -1, ABCB6 inh 2 96 and N-glyco inh 1.
Screening CC(=O)c1c(N2CCN(C(=O)C3CCCO3)CC2)nc(=S)n(-c2ccccc2)c1C (centres undefined) returned iPSC survival up -2.2, Granule exo inh 2, Vif imaging -4, PDI inh -1, H9c2 protect 4, aDG glyco up -0.1, CaV13 FRET inh -10, m5-HT2A agonist -4, ABCB6 inh 2 98 and N-glyco inh 0.
`C=C1C(=O)C=C[C@]2(C)C[C@@H]3OC(=O)[C@](C)(O)[C@H]3C[C@@H]12` gave iPSC survival up -4.0, Granule exo inh -4, Vif imaging -3, PDI inh 0, H9c2 protect 8, aDG glyco up -0.3, CaV13 FRET inh -8, m5-HT2A agonist 1, ABCB6 inh 2 97 and N-glyco inh 7.
Screening O=C(NC1CCCC1)C(c1ccccc1F)N(C(=O)c1ccco1)C1CCCC1 (centres undefined) returned iPSC survival up 1.6, Granule exo inh -2, Vif imaging -34, PDI inh 5, H9c2 protect 14, aDG glyco up 0.1, CaV13 FRET inh -7, m5-HT2A agonist 3, ABCB6 inh 2 104 and N-glyco inh -4.
For Nc1nonc1-c1nc2ccccc2n1CC(=O)N/N=C/c1ccc(-c2cccc(C(=O)O)c2)o1 the results were iPSC survival up 0.5, Granule exo inh -3, Vif imaging -2, PDI inh 0, H9c2 protect 5, aDG glyco up -0.2, CaV13 FRET inh -3, m5-HT2A agonist -2, ABCB6 inh 2 96 and N-glyco inh 4.
For Cc1cccc(N2CCN(C(=O)c3cc4c(=O)[nH]c5ccccc5c4n3C)CC2)c1C the results were iPSC survival up 2.2, Granule exo inh 7, Vif imaging -1, PDI inh 1, H9c2 protect -37, aDG glyco up 2.0, CaV13 FRET inh -4, m5-HT2A agonist -1, ABCB6 inh 2 94 and N-glyco inh 2.
COc1ccc(CCNC(=O)COC(=O)C2CCCCC2)cc1 was read as iPSC survival up -1.2, Granule exo inh 0, Vif imaging -1, PDI inh 4, H9c2 protect -1, aDG glyco up -0.1, CaV13 FRET inh -4, m5-HT2A agonist 2, ABCB6 inh 2 98 and N-glyco inh 0.
`COC(=O)c1cn(NC(=O)c2cccc(N(C)C)c2)c(=O)c2ccccc12` gave iPSC survival up -2.2, Granule exo inh -3, Vif imaging 7, PDI inh 14, H9c2 protect -1, aDG glyco up 0.0, CaV13 FRET inh -5, m5-HT2A agonist 1, ABCB6 inh 2 72* and N-glyco inh 1.
For CC(=O)c1c(C)n(-c2ccccc2)c2ccc(OCC(O)CN3CCOCC3)cc12 (centres undefined) the results were iPSC survival up -0.9, Granule exo inh -3, Vif imaging 1, PDI inh -9, H9c2 protect 13, aDG glyco up 0.3, CaV13 FRET inh -10, m5-HT2A agonist -4, ABCB6 inh 2 98 and N-glyco inh 0.
Screening Cc1n[nH]c(C)c1CCC(=O)N/N=C/c1cccs1 returned iPSC survival up -0.7, Granule exo inh 9, Vif imaging 2, PDI inh -4, H9c2 protect 5, aDG glyco up -0.1, CaV13 FRET inh -20, m5-HT2A agonist -2, ABCB6 inh 2 96 and N-glyco inh 0.
Screening CCCN(CC1CC1)C(=O)COC(=O)c1oc2c(F)cccc2c1C returned iPSC survival up 2.6, Granule exo inh -6, Vif imaging -2, PDI inh -9, H9c2 protect 3, aDG glyco up 0.3, CaV13 FRET inh -6, m5-HT2A agonist 5, ABCB6 inh 2 99 and N-glyco inh -1.
For CN(C)c1ccc(C=NNC(=S)Nc2ccc(F)cc2)cc1 the results were iPSC survival up -1.9, Granule exo inh -2, Vif imaging -12, PDI inh -2, H9c2 protect -10, aDG glyco up 0.1, CaV13 FRET inh -6, m5-HT2A agonist -3, ABCB6 inh 2 90 and N-glyco inh -7.
For [2H]C(CCOS(N)(=O)=O)c1ccccc1 (centres undefined) the results were iPSC survival up 2.5, Granule exo inh 0, Vif imaging 0, PDI inh -3, H9c2 protect 3, aDG glyco up -0.3, CaV13 FRET inh -10, m5-HT2A agonist -3, ABCB6 inh 2 100 and N-glyco inh -1.
Cc1c(Cl)cccc1NC(=O)CNC(=O)CCCc1nc2ccccc2c(=O)[nH]1 was read as iPSC survival up 0.9, Granule exo inh -6, Vif imaging 1, PDI inh -17, H9c2 protect 34, aDG glyco up -0.3, m5-HT2A agonist 1, ABCB6 inh 2 95 and N-glyco inh 0.
For CCCC(c1nnnn1Cc1ccc(OC)cc1)N1CCC(C(N)=O)CC1 (centres undefined) the results were iPSC survival up 3.2, Granule exo inh 3, Vif imaging 4, PDI inh -4, H9c2 protect -2, aDG glyco up 0.4, CaV13 FRET inh -4, m5-HT2A agonist 1, ABCB6 inh 2 95 and N-glyco inh 3.
`COc1ccc(N2C(=O)CSC2c2ccccc2[N+](=O)[O-])cc1` (centres undefined) gave iPSC survival up 0.0, Granule exo inh 1, Vif imaging 1, PDI inh 2, H9c2 protect -2, aDG glyco up -0.2, CaV13 FRET inh -6, m5-HT2A agonist 6, ABCB6 inh 2 90 and N-glyco inh 0.
For Cc1ccc(NC(=O)C(C)Oc2ccccc2)cc1S(=O)(=O)N1CCCCCC1 (centres undefined) the results were iPSC survival up -3.3, Granule exo inh -7, Vif imaging -5, PDI inh -1, H9c2 protect -11, aDG glyco up -0.2, CaV13 FRET inh -19, m5-HT2A agonist 4, ABCB6 inh 2 95 and N-glyco inh -5.
`CCNc1nc(N2CCCC2)nc(N2CCCC2)n1` gave iPSC survival up -2.6, Granule exo inh -1, Vif imaging -7, PDI inh -2, H9c2 protect -2, aDG glyco up -0.2, CaV13 FRET inh -6, m5-HT2A agonist -4, ABCB6 inh 2 86 and N-glyco inh 0.
For O=C(CCCCCN1C(=O)c2ccccc2C1=O)NCc1ccco1 the results were iPSC survival up 5.0, Granule exo inh 0, Vif imaging 8, PDI inh -7, H9c2 protect -7, aDG glyco up -0.1, CaV13 FRET inh -5, m5-HT2A agonist -2, ABCB6 inh 2 98 and N-glyco inh 3.
CCCCCC(=O)NNC(=S)NC(=O)c1cccc([N+](=O)[O-])c1 was read as iPSC survival up 2.3, Granule exo inh -1, Vif imaging -10, PDI inh -6, H9c2 protect 14, aDG glyco up 0.1, CaV13 FRET inh -6, m5-HT2A agonist -3, ABCB6 inh 2 95 and N-glyco inh 1.
For CCN(CC)S(=O)(=O)c1cccc(NC(=O)COC(=O)c2n[nH]c(=O)c3ccccc23)c1 the results were iPSC survival up -1.5, Granule exo inh 10, Vif imaging -1, PDI inh 1, H9c2 protect -10, aDG glyco up -0.3, CaV13 FRET inh -8, m5-HT2A agonist 8, ABCB6 inh 2 90 and N-glyco inh 0.
`COc1ccc(N2CCN(C(=S)Nc3cccc(C)c3C)CC2)cc1` gave iPSC survival up -0.4, Granule exo inh -6, Vif imaging 17, PDI inh 12, H9c2 protect -6, aDG glyco up -0.2, CaV13 FRET inh -7, m5-HT2A agonist 3, ABCB6 inh 2 86 and N-glyco inh 0.
Screening COc1ccc(/C=N/n2c(N)nc(-c3ccccc3)c2-c2ccccc2)cc1 returned iPSC survival up -2.1, Granule exo inh -2, Vif imaging 0, PDI inh -8, H9c2 protect 1, aDG glyco up 0.5, m5-HT2A agonist -4, ABCB6 inh 2 98 and N-glyco inh 1.
Screening Cc1ccc(C(=O)NN=Cc2ccc3c(c2)OCO3)cc1 returned iPSC survival up -2.2, Granule exo inh -2, Vif imaging 6, PDI inh 7, H9c2 protect -10, aDG glyco up -0.1, CaV13 FRET inh -5, m5-HT2A agonist 0, ABCB6 inh 2 97 and N-glyco inh -3.
CCNc1nc(OCCNS(=O)(=O)c2cc(C)ccc2C)nc(N(C)C)n1 was read as iPSC survival up 5.5, Granule exo inh 1, Vif imaging 2, PDI inh 0, H9c2 protect -1, aDG glyco up -0.3, m5-HT2A agonist -4, ABCB6 inh 2 99 and N-glyco inh 5.
`Cc1ccc(NC(=O)CN(C)C(C)C(=O)Nc2ccc(S(=O)(=O)N3CCCC3)cc2)cc1` (centres undefined) gave iPSC survival up -0.2, Granule exo inh -3, Vif imaging -7, PDI inh -2, H9c2 protect -4, aDG glyco up -0.3, CaV13 FRET inh -16, m5-HT2A agonist -5, ABCB6 inh 2 100 and N-glyco inh -5.
O=C(NCC1CCCO1)c1ccc2c(c1)ncn2-c1cccc(F)c1 (centres undefined) was read as iPSC survival up 1.5, Granule exo inh 1, Vif imaging -7, PDI inh -2, H9c2 protect 6, aDG glyco up 0.0, CaV13 FRET inh -3, m5-HT2A agonist 1, ABCB6 inh 2 99 and N-glyco inh 0.
COc1cccc(Cn2cccc(NC(=O)NC3CCCCC3)c2=O)c1 was read as iPSC survival up -1.2, Granule exo inh -2, Vif imaging -7, PDI inh -3, H9c2 protect 1, aDG glyco up 0.4, CaV13 FRET inh -2, m5-HT2A agonist -2, ABCB6 inh 2 98 and N-glyco inh -4.
